PKM2 act – activators of human pyruvate kinase M2; P14618; purified PKM2, Kinase-Glo ATP luminescence, activation; response scale: 0% is enzyme alone, no compound; Potency, µM (titrated, usually from 57.5 µM), for the others: at the top dose activation, hits mostly activators; actives 0.34% (n = 260,000); AID 1631; note: potency is the fitted concentration of half-maximal effect; % is set by controls: 0 for no effect and ±100 for the full control effect; nearly all actives have a fitted effect of over 55% in size
Target sequence (P14618 whole entry, looked up): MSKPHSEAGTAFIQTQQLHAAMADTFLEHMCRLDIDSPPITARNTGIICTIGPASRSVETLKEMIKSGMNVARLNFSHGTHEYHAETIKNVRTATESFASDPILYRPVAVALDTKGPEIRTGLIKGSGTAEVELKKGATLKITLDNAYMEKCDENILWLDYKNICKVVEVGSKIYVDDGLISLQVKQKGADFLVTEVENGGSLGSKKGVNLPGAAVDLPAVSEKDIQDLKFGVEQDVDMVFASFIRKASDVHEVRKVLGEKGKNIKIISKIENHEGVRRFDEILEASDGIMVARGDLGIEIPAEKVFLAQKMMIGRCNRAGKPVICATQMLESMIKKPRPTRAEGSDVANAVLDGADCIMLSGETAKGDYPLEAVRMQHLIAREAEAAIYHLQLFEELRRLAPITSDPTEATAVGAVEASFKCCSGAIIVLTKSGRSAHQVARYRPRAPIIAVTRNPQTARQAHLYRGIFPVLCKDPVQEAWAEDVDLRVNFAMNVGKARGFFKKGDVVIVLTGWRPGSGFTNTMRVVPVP
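Purified hPK-M2 (>95% pure) converted ADP (0.1 mM final) to ATP with 0.5 mM PEP in 50 mM imidazole pH7.2, KCl, MgCl2, Tween 20, BSA; 1 h at room temperature. ATP detected by Kinase-Glo luminescence.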
Tb PFK inh – blocks T. brucei phosphofructokinase; T. brucei PFK, ADP-Glo luminescence; O15648; AID 485367; Potency, µM (series often up to 57.5 µM), without a hit: at the top dose activity, negative = inhibition, hits mostly inhibitors; actives 0.17% (n = 330,000);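 note: potency is the fitted concentration of half-maximal effect; 0% = uninhibited 1x PFK enzyme wells and -100% = no-enzyme wells; nearly all actives have a fitted effect of over 60% in size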
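Luminescent ADP detection (ADP-Glo, two-step: ATP depletion then ADP-to-ATP conversion for luciferase) reported PFK activity after 45 min room-temperature reaction of 1.25 nM enzyme with 0.5 mM F6P and 0.1 mM ATP at pH 8.0.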
Coupling enz – counter-screen for Giardia aldolase inhibitors: coupling enzyme system | coupling enzyme system counterscreen, AmpLite Red fluorescence | activity change, negative = inhibition, % at 58.2 µM, hits read low | actives 0.67% (n = 290,000); in the data active = activity change below about -30%; note: % is set by controls: 0 for no effect and ±100 for the full control effect
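Counterscreen of the coupled detection system alone, without aldolase: glyceraldehyde-3-phosphate coupling enzymes plus AmpLite Red readout. Compounds at 57.5 uM final, 10 min RT preincubation, 20 min RT reaction, fluorescence 525/598 nm.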
GALK inh – galactokinase (human) inhibition; P51570; Purified GALK, Kinase-Glo residual ATP luminescence; Potency, µM (top dose mostly 57.5 µM), inactives show at the top dose activity change, negative = inhibition, hits mostly inhibitors; actives 0.007% (n = 270,000); AID 1868; note: potency is the fitted concentration of half-maximal effect; % is set by controls: 0 for no effect and ±100 for the full control effect
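Kinase-Glo Plus luminescence measured ATP left after a 1 h room-temperature reaction. The reaction used 5 nM GALK, 100 uM galactose and 35 uM ATP at pH 8.0 (20 mM HEPES, 5 mM MgCl2, 60 mM NaCl, 1 mM DTT, 0.01% BSA).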
BCR signal inh – blocks chronic active B-cell receptor signaling | ABC-DLBCL IkBa-CBG/CBR reporter, luminescence ratio, 4 h | Potency, µM (series often up to 46.1 µM), for inactives: at the top dose ratio change, negative = lower green/red ratio, usual class: inhibitors | actives 0.05% (n = 340,000) | AID 493014; active = well fitted inhibition curve with a large enough effect in the signal ratio, with a control signal flat, not every such curve was filed as active; inconclusive = small, poorly fitted or top-dose-only effect, or effect the other way, or a change in a side signal; the % refers to the signal ratio;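 note: potency is the fitted concentration of half-maximal effect; plate controls were basal doxycycline-induced cells for no effect and cells given 10 µM MG132 for full effect; MG132 reads +100%, hits lower the ratio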
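Doxycycline induced both beetle luciferases in TMD8 lymphoma cells; IKK-driven degradation limits the IkappaBalpha-fused green signal, while red luminescence normalises for cell number and nonspecific effects. Compounds tested up to 46 uM, 4 hrs.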
S-ASM inh – human S-ASM enzyme inhibition. Potency, µM (doses to about 57.5 µM), for inactives: at the top dose activity change, negative = inhibition, hits mostly inhibitors. placental ASM, HMU-PC fluorogenic substrate, 60 min. actives 0.006% (n = 340,000). P17405; note: potency is the fitted concentration of half-maximal effect
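Human placenta-derived ASM preincubated with compound 10 min at room temperature, then reacted with 9 uM (final) fluorogenic HMU-PC substrate for 60 min at 37 C. Stop solution raises pH to 10; fluorescence read at Ex 386/Em 447 nm.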
Menin MLL FP TR – menin-MLL binding inhibition, Texas Red mutant peptide. O00255. AID 1768. Menin + Texas Red MLL mutant peptide, fluorescence polarization. actives 0.23% (n = 270,000). Potency, µM (top dose mostly 61.6 µM), for inactives: at the top dose FP activity change, negative = inhibition, hits mostly inhibitors; active = well fitted inhibition curve with a large enough effect in the polarisation, with a control signal flat, not every such curve was filed as active; inconclusive = small, poorly fitted or top-dose-only effect, or effect the other way, or a change in a side signal; inactive = no such curve, though single readings can be large or run the other way; the % refers to the polarisation; note: potency is the fitted concentration of half-maximal effect; % of control where 0% means no effect; many of its hits are not listed in these tables
B2AR arrestin – agonists driving beta-arrestin recruitment to human beta2-adrenergic receptor | AID 492947 | actives 0.02% (n = 330,000) | beta-arrestin recruitment to beta2AR, cell-based reporter | Potency, µM (top dose mostly 46.1 µM), for inactives: at the highest dose activation, hits mostly activators;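 note: potency is the fitted concentration of half-maximal effect; 0% = DMSO controls and full agonism = EC100 isoproterenol or metaproterenol; nearly all actives have a fitted effect of over 65% in size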
Target sequence (P07550 whole entry, looked up): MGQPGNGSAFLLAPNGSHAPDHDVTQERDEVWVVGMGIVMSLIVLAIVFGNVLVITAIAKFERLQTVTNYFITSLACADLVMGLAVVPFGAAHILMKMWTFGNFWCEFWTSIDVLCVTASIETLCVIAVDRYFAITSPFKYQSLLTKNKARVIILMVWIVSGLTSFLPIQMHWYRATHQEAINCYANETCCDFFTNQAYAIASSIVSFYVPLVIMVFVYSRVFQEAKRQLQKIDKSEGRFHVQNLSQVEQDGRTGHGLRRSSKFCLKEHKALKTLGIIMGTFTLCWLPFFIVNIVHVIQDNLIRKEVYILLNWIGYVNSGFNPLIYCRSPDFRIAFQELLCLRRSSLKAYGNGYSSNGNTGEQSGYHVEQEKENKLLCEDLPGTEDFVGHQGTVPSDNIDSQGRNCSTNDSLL
Integrin act MD – activators of alpha7 integrin expression for muscular dystrophy; alpha7betagal myoblasts, beta-gal FDG fluorescence, 48 h; Potency, µM (series often up to 38.3 µM), inactives show at the highest dose activation, usual class: activators; actives 0.064% (n = 350,000);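 note: potency is the fitted concentration of half-maximal effect; 100% = response of the positive control SU9516; nearly all actives have a fitted effect of over 60% in size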
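Alpha7betagal+/- myoblasts (passage 13) were plated 16-24 hr, then exposed to compounds (1:260 dilution of DMSO stock) for 48 hours at 37C. After MPER lysis, β-galactosidase reporter activity was read as FDG fluorescence (ex 480/em 540) after 30 minutes.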
Giardia killer – Giardia lamblia killing; Giardia lamblia trophozoite viability; activity change, % at 7.66 µM, hits read low; actives 0.15% (n = 340,000); AID 540267; in the data active = activity change below about -80%; inconclusive = between about -30% and that limit;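 note: parasites exposed to compound for two days anaerobically before the ATP read; % is set by controls: 0 for no effect and ±100 for the full control effect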
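Each well holds 100 Giardia trophozoites and compound. After two days (48 hrs) at 37 deg C in anaerobic conditions, ATP is quantified by luminescence.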
TSG101-PTAP inh – blocks PTAP/TSG101 interaction to inhibit HIV-1 budding | Fluorescence polarization, FITC-PTAP peptide / Tsg101 binding | 340,000 tested, under 10 active | Potency, µM (titrated, usually from 115 µM), inactives show at the highest dose activity change, negative = inhibition, actives largely listed as inhibitors; active = well fitted inhibition curve with a large enough effect in the main read-out, with a control signal flat, not every such curve was filed as active; inconclusive = small, poorly fitted or top-dose-only effect, or effect the other way, or a change in a side signal; inactive = no such curve, though single readings can be large or run the other way; note: potency is the fitted concentration of half-maximal effect; % of control where 0% means no effect
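Fluorescence polarization binding of Tsg101 binding domain (10 uM final) to FITC-labeled PTAP peptide (50 nM final) in HEPES pH 7.5 buffer with NaCl, Tween 20, EDTA, TCEP. Compounds added before peptide; binding 20 min at RT.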
Numbers without * were called inactive; ? = inconclusive; . = no result given; [ ] = dose if it differs, or a comment. Unless noted, calls come from the whole dose curve; as a rule, active = well fitted curve in the direction sought with a large enough effect; inconclusive = small, poorly fitted or top-dose-only effect, or another doubt; inactive = no such curve, though single readings can be large; an effect the other way counts as inactive or inconclusive.

Every second line gives: PKM2 act | Tb PFK inh | Coupling enz | GALK inh | BCR signal inh | S-ASM inh | Menin MLL FP TR | B2AR arrestin | Integrin act MD | Giardia killer | TSG101-PTAP inh
COc1ccccc1-n1cc(-c2ccc([N+](=O)[O-])cc2)[nH]c1=S
 : -1% | 3% | -2 | -1% | ? | 1% | . | -0.8% | 10% | 19 | -1%
CC(=O)Nc1ccc(S(=O)(=O)Nc2ccc3c(c2)CCC3)cc1
 : 4% | -3% | 2 | 7% | ? | -2% | 27% | 0.3% | -46%[inhibitor] | 7 | -2%
Cc1nccn1-c1c([N+](=O)[O-])c(=O)n(C)c2ccccc12
 : 3% | 0% | 1 | -3% | ? | -4% | . | 0.4% | 0% | 5 | -1%
COc1ccc(C(=O)NC(=S)N2CCCCC2c2cccnc2)cc1OC (stereo unspecified)
 : 4% | -4% | 2 | . | ? | -3% | 6% | -0.5% | -45% | -15 | -3%
c1ccc2c(N3CCCCC3)nnc(N3CCCCC3)c2c1
 : -10% | 1% | -4 | -4% | ? | . | -2% | 0.1% | . | . | .
CN(C(=O)COc1cccc(C#N)c1)C1CCS(=O)(=O)C1 (stereo unspecified)
 : . | -1% | . | . | -10% | -1% | . | 0.1% | ? | 11 | -6%
COC(=O)c1ccc(Cn2c(CN3CCOCC3)nc3ccccc3c2=O)o1
 : 0% | -1% | -1 | 0% | -6% | 2% | -15% | -0.3% | -17% | -14 | -4%
Cc1nc(N)nc(N/N=C/c2ccccc2)n1
 : -4% | 0% | 4 | -2% | ? | 3% | . | -0.3% | ? | 10 | -7%
Cc1cccc(-n2c(SCC(=O)N3CCCC3)nnc2-c2ccccn2)c1C
 : 0% | -1% | -3 | 0% | -1% | -1% | -4% | -1.0% | -14% | 8 | 0%
CC(C)(C)c1ccc(/C=C/C(=O)c2ccc(NC3=NCCCS3)cc2)cc1
 : 4% | 10% | -3 | -2% | ? | -18% | -4% | -0.7% | -60%[inhibitor] | -5 | 2%
O=C(Nc1ccc(NC(=O)c2ccco2)c(Cl)c1)c1ccccc1
 : 0% | 3% | -1 | 1% | ? | -2% | 19% | 0.2% | 13% | -7 | -1%
CCc1ccccc1S(=O)(=O)Cc1ccc(C(=O)N2CCN(c3ccccc3OC)CC2)o1
 : 0% | -1% | 1 | 1% | ? | -4% | 2% | 0.3% | 20% | 0 | -3%
CCn1c(=NC(=O)c2ccc(S(=O)(=O)N(C)C)cc2)sc2cccc(OC)c21
 : 2% | -2% | -6 | 5% | ? | 5% | 33%[activator] | 0.2% | 1% | 17 | 0%
CN(CC(=O)N1CCN(Cc2ccccc2)CC1)S(=O)(=O)c1cccc2nsnc12
 : -1% | -3% | 1 | 0% | 2% | -3% | -19% | -0.1% | -12% | 1 | -6%
CCCC(=O)NC(c1ccc(Cl)cc1)c1ccc2cccnc2c1O (stereo unspecified)
 : -1% | 1% | 0 | 3% | -9% | 0% | 6% | -0.2% | -13% | -17 | 0%

Some of the entries so far, in CSV form:
structure,PKM2 act,Tb PFK inh,Coupling enz,GALK inh,BCR signal inh,S-ASM inh,Menin MLL FP TR,B2AR arrestin,Integrin act MD,Giardia killer,TSG101-PTAP inh
COc1ccc(C(=O)NC(=S)N2CCCCC2c2cccnc2)cc1OC (stereo unspecified),4%,-4%,2,.,?,-3%,6%,-0.5%,-45%,-15,-3%
c1ccc2c(N3CCCCC3)nnc(N3CCCCC3)c2c1,-10%,1%,-4,-4%,?,.,-2%,0.1%,.,.,.
CN(C(=O)COc1cccc(C#N)c1)C1CCS(=O)(=O)C1 (stereo unspecified),.,-1%,.,.,-10%,-1%,.,0.1%,?,11,-6%

Next section
Every second line gives: PKM2 act | Tb PFK inh | Coupling enz | GALK inh | BCR signal inh | S-ASM inh | Menin MLL FP TR | B2AR arrestin | Integrin act MD | Giardia killer | TSG101-PTAP inh
COc1cccc(/C=C2/SC(=O)N(CC(=O)N3CCc4ccccc4C3)C2=O)c1OCC(=O)O
 : 4% | 5% | 13 | -2% | 2% | 3% | -1% | -0.1% | -32%[inhibitor] | 1 | -3%
CCC(CO)Oc1cc(NCc2ccncc2)c2ncn(C(C)C)c2c1 (stereo unspecified)
 : . | 8% | . | . | -1% | 8% | . | -0.9% | 19% | 7 | 0%
COc1ccc(CC(=O)N2CCCc3ccccc32)cc1
 : 6% | 2% | 0 | 3% | -2% | 1% | -28% | -0.4% | 6% | -3 | -8%
O=C(c1ccc(Cn2c(=S)[nH]c3ccc(N4CCOCC4)cc3c2=O)cc1)N1CCC(N2CCCCC2)CC1
 : 1% | -14% | -5 | 2% | ? | 42% | 0% | -1.2% | 1% | -2 | -2%
CC(OC(=O)c1ccc(=O)n(Cc2ccccc2)n1)C(=O)Nc1cccc(Cl)c1 (stereo unspecified)
 : . | 0% | . | . | -10% | -13% | . | -0.2% | 20% | 12 | 2%
CCc1ccc(OCC(=O)N/N=C(\C)c2ccccc2OC(F)F)cc1
 : -1% | 5% | 0 | 1% | 2% | -10% | -6% | -0.4% | 4% | 2 | -2%
C=CCNC(=O)NC(=O)COC(=O)CNS(=O)(=O)c1ccc(F)c(F)c1F
 : -1% | -2% | -1 | 4% | ? | 1% | -4% | 0.5% | -9% | -15 | -5%
COC(=O)CNC(=O)c1cc(-c2ccncc2)nc2ccccc12
 : -2% | 2% | 3 | 0% | -11% | 2% | ? | 0.0% | 14% | -19 | -2%
COc1ccc(CCNC(=O)NC2CCCCC2)cc1
 : -9% | 4% | -2 | -3% | -23% | 3% | 0% | -0.3% | -9% | -3 | -4%
COc1ccc2[nH]c3nc(SC(C)C)nnc3c2c1
 : -3% | 2% | 3 | -2% | 1% | -7% | ? | 0.3% | 9% | ? | -10%
O=C(CN1CCN(c2ccc(C(F)(F)F)cn2)CC1)Nc1ccc2c(c1)OCO2
 : 5% | 2% | 6 | . | 0% | -19% | . | -0.2% | 35% | -24 | 1%
COc1ccc(C(=O)OCn2nnc3ccccc3c2=O)cc1[N+](=O)[O-]
 : 4% | 2% | 8 | -5% | 4% | -2% | 21% | 0.1% | 3% | 12 | -3%
CCCOC(=O)c1ccc(Oc2cn[nH]c2-c2ccc(O)cc2O)cc1
 : -3% | -7% | 2 | 0% | 3% | -29% | . | 0.5% | -9% | -2 | -1%
O=C(CSc1n[nH]c(=O)n1Cc1ccccc1)Nc1ccc(F)c(F)c1F
 : 9% | 2% | 0 | 2% | ? | -1% | ? | -0.2% | 11% | -18 | -2%
Cc1ccc(NC(=O)COC(=O)Cc2cccs2)cc1S(=O)(=O)N1CCOCC1
 : -5% | -2% | . | 6% | 6% | . | . | 0.2% | -48%[inhibitor] | 17 | -1%
C=C(C)C(=O)Nc1cccnc1Oc1ccc(F)cc1
 : -4% | -4% | 2 | 6% | 10% | 3% | . | -0.5% | -7% | -6 | -2%
Cc1ccc(S(=O)(=O)NC(CC(=O)O)c2ccc(F)cc2)cc1 (stereo unspecified)
 : 0% | 1% | 8 | 4% | 8% | 3% | -5% | -0.3% | 0% | -5 | -5%
CCCCNC(=O)CSc1nc2ccc(NC(=O)CSc3nnc(COc4ccccc4C)n3C)cc2s1
 : -3% | 1% | 3 | 0% | -10% | 1% | 16% | 0.1% | -14% | 6 | 3%
CCC(=O)N1N=C(c2cccs2)CC1c1ccc(OC)cc1 (stereo unspecified)
 : 8% | -4% | 1 | 2% | 5% | 2% | -10% | -0.5% | ? | 3 | 0%
COc1ccc(NC(=O)c2nc(C)n(-c3ccc([N+](=O)[O-])cc3)n2)cc1
 : 4% | 0% | 6 | 0% | 1% | -3% | 2% | 0.2% | -11% | -6 | -1%
COc1cc2[nH]c(=O)n(CCC(=O)NCc3cccnc3)c(=O)c2cc1OC
 : 4% | -4% | 1 | 1% | 3% | 19% | -7% | -0.1% | 8% | 5 | -3%
CC(C)OCCCNC(=O)C1CC(=O)N(C2CCCCCCC2)C1 (stereo unspecified)
 : -1% | -5% | 3 | 3% | 0% | 3% | -1% | 4.5% | -5% | -1 | -6%

Some of the compounds tested; the hit share may differ from the screen's.
